TcdB inh: TcdB glycohydrolase inhibition | inhibition, % at 9.99 µM | P18177 | actives 0.24% (n = 350,000) | TcdB glycohydrolase enzymatic assay, plate reader; in the data active = inhibition above about 10%
SARS 3CLpro inh: SARS-CoV 3CLpro protease inhibition | inhibition, % at 6 µM | recombinant SARS-CoV 3CLpro, quenched FRET peptide cleavage | P0C6X7 | actives 0.14% (n = 290,000); in the data active = inhibition above about 12%
Yp Topo-I inh: inhibitors of Yersinia pestis topoisomerase I. activity, % at 10 µM. Y. pestis Topo-I cleavage product accumulation, plate reader. actives 0.064% (n = 360,000). AID 504884; in the data active = activity above about 50%, passing the limit was not always enough; inconclusive = no clear call, values can overlap the other calls; note: inactives centre near 2
Rv3671c protease: Rv3671c (M. tuberculosis) protease inhibition. P9WHR9. inhibition, % at 5.96 µM. actives 0.048% (n = 320,000); in the data active = inhibition above about 38%;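 note: extracellular domain of Rv3671c used as enzyme; 0% = enzyme with DMSO and 100% = no enzyme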
PfHsp40 yeast: restores yeast growth despite PfHsp40 toxicity; S. cerevisiae expressing PfHsp40, growth rescue, ATP luminescence; growth rescue, % at 12.5 µM; actives 0.68% (n = 340,000); in the data active = growth rescue above about 28%, passing the limit was not always enough; inconclusive = no clear call, values can overlap the other calls;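 note: yeast W303a lacking pdr1 and pdr3 grown in galactose medium; growth measured after three days at 30 °C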
SSB-PriA inh: inhibitors of Klebsiella pneumoniae PriA binding to SSB C-terminal tail; AlphaScreen SSBct-PriA binding, biotinylated peptide; inhibition, % at 33 µM; actives 0.6% (n = 430,000); AID 1272365; in the data active = inhibition mostly above about 37%, no sharp cut-off; inactive = mostly below about 20%;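 note: plate controls were negative control peptide for no effect and reference peptide for full effect; strong numbers were not always called active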
Vc quorum ag: inducers of Vibrio cholerae quorum light production without autoinducers; activation, % at 18.7 µM; actives 0.16% (n = 350,000); V. cholerae BH1578 lux reporter, luminescence, 6 h; in the data active = activation mostly above about 9.7%, no sharp cut-off; inconclusive = no clear call, values can overlap the other calls; inactive = mostly below about 3.7%; note: not every result past the cut was called active; inactives centre near 0; reference of the scale not given here
VHR inh abs: inhibitors of human VHR1 phosphatase (DUSP3). P51452. recombinant VHR phosphatase, pNPP absorbance. inhibition, % at 13.3 µM. actives 0.52% (n = 290,000). AID 1654; in the data active = inhibition above about 50%; note: some compounds called inactive have numbers as strong as hits
Target sequence (P51452 whole entry, looked up): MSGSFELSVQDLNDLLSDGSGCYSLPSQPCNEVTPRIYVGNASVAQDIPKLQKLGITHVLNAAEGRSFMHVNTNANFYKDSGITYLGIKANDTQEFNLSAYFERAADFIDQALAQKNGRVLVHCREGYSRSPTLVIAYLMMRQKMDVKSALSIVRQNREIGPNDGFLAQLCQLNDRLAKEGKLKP
Anthrax LF inh2: inhibitors of Bacillus anthracis lethal factor protease. inhibition, % at 10 µM. actives 0.12% (n = 360,000). multiplex microsphere protease cleavage assay, LF. P15917; in the data active = inhibition above about 30%; inconclusive = no clear call, values can overlap the other calls; note: plate controls were buffer without enzyme for full effect and enzyme alone for no effect
Target sequence (P15917 whole entry, looked up): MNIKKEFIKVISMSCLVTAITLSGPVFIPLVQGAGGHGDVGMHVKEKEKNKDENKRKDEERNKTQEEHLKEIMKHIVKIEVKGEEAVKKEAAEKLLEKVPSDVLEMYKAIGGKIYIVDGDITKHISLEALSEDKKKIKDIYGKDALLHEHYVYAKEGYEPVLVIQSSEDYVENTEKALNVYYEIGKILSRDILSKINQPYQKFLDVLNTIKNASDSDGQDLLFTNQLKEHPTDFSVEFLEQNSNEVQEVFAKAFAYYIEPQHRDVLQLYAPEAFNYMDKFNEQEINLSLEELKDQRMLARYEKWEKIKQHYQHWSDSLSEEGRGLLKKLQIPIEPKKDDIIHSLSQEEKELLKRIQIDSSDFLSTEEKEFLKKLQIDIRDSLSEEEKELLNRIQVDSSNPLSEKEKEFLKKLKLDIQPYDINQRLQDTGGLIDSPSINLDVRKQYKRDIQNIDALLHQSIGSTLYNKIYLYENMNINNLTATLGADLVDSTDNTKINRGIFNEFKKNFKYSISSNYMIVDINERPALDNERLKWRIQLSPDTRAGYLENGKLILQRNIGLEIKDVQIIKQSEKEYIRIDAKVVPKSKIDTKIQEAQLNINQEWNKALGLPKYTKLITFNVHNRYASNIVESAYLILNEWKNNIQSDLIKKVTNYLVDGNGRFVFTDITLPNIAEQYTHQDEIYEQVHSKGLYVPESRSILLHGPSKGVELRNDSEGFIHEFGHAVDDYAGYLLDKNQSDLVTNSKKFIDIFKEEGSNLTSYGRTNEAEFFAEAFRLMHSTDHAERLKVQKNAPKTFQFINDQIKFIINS
MazF activator: increases E. coli MazEF RNase cleavage of RNA; activation, % at 20 µM; actives 0.32% (n = 350,000); P0AE70; FAM/BHQ RNA-DNA oligo cleavage fluorescence, 5 h; in the data active = activation above about 50%
* marks the source's active call; other numbers are inactive results; i = inactive; ? = inconclusive; . = no result given; & = joins results of further samples. An excerpt (hit frequency here may not be typical).

mol	TcdB inh	SARS 3CLpro inh	Yp Topo-I inh	Rv3671c protease	PfHsp40 yeast	SSB-PriA inh	Vc quorum ag	VHR inh abs	Anthrax LF inh2	MazF activator
COc1ccc(CC(=O)NC2CCS(=O)(=O)C2)cc1 (centres undefined)	1.5	.	-3	0	-1.3	-2	i	.	4	-1
CCCc1[nH]n(-c2ccc([N+](=O)[O-])cc2)c(=O)c1C=NCCCn1ccnc1	1.3	6	-7	-8	0.4	12	0.1	4	-11	-17
Cc1ccc(NC(=O)CSc2nc(=O)cc(N)n2CCc2ccccc2)cc1	0.7	4	0	-12	-1.4	3	i	15	-1	6
COc1cc(C)c(Cl)cc1S(=O)(=O)n1cnc(C)c1	2.2	-7	-11	-13	-0.5	1	-1.5	24	-2	5
Cc1cc(NC(=O)CCCn2cnc([N+](=O)[O-])n2)no1	1.3	6	-6	-2	-0.3	1&-1	-0.3	-6	-3	9
COc1ccc(NC(=O)Nc2ccc(Cc3ccncc3)cc2)c(OC)c1	1.0	-3	0	6	-0.5	11	i	4	0	6
COc1cc(/C=C(\NC(C)=O)C(=O)N2CCCCC2)ccc1OC(C)=O	0.2	0	5	-2	-0.7	1	-0.2	-8	0	4
Cc1sc(NC(=O)C2=COCCO2)c(C#N)c1C	0.3	.	0	6	1.1	-1	i	.	-6	5
CC(NC(=O)COc1ccc(/C=N/NC(=O)C(=O)Nc2ccccc2Br)cc1)c1ccccc1 (centres undefined)	.	-1	-1	-9	-1.0	.	i	20	1	-9
O=C(OCC(=O)N1N=C(c2ccc(Cl)cc2)CC1c1ccco1)c1cncc(Br)c1 (centres undefined)	1.7	.	29	-16	1.4	8	-5.0	.	-1	-21
Cc1ccc(S(=O)(=O)NCc2ccccc2)cc1C(=O)NCCc1ccc(S(N)(=O)=O)cc1	-0.3	.	-3	-9	-0.1	-13	-5.7	.	1	0
CCOc1ccc(Br)cc1S(=O)(=O)NCCN(C)C	-1.2	-2	-10	-8	0.0	1	0.7	11	-1	-7

Later entries:
mol	TcdB inh	SARS 3CLpro inh	Yp Topo-I inh	Rv3671c protease	PfHsp40 yeast	SSB-PriA inh	Vc quorum ag	VHR inh abs	Anthrax LF inh2	MazF activator
COc1ccccc1CN1CCNC(=O)C1CC(=O)NCc1csc(C)n1 (centres undefined)	0.1	2	3	-7	-1.2	-4	-0.7	13	0	0
CCOC(=O)CNC(=O)CSc1nnnn1-c1ccc(C)c(C)c1	.	1	0	0	-2.1	-11	i	22	-4	-10
Cc1ccc(C(=O)NCC(=O)OCCOc2ccccc2Cl)cc1	-0.2	.	35	-11	0.1	-3	-0.6	.	-4	2
Oc1ccc(N2CCN(Cc3cc4c(cc3Br)OCCO4)CC2)cc1	-1.0	2	-8	0	-1.3	29	-2.2	-14	11	-1
Cc1cc(Br)ccc1NC(=O)CN(C)C(=O)C1=COCCO1	7.0	.	2	3	-1.1	-8	0.6	.	7	2
CCOC(=O)Nc1c(Cl)n(C)c(=O)n(C)c1=O	1.3	0	-8	6	2.1	1	-2.2	7	-13	4
CCc1ccccc1NC(=O)Cn1nc(C(F)(F)F)c2c1CCC2	-0.2	-5	8	4	-1.2	-18	.	26	-4	5
C#CC(=O)N(c1cc(OC)ccc1OC)C(C(=O)NC1CCCC1)c1cccs1 (centres undefined)	.	8	4	6	-0.7	2	-8.3	3	-4	1
CCOc1cc(NC(=S)NCCOC)c(OCC)cc1NC(=O)c1ccco1	1.4	-2	3	1	-0.9	6	-0.2	22	-1	5
CCc1ccc(NC(=O)CSc2nnc(-c3n[nH]c4ccccc34)n2-c2ccccc2)cc1	.	-6	29	1	0.8	-10	i	3	2	10
C#CCn1c(O)c(N=NC(=O)CNC(=O)/C=C/c2ccccc2)c2ccccc21	-4.7	1	15	-8	-1.1	10	-0.5	-23	0	1
CC(C)CCNC(=O)C1(C)CCN1Cc1ccc2ccccc2c1 (centres undefined)	0.9	.	10	.	.	.	i	.	5	.

(cont.)
mol	TcdB inh	SARS 3CLpro inh	Yp Topo-I inh	Rv3671c protease	PfHsp40 yeast	SSB-PriA inh	Vc quorum ag	VHR inh abs	Anthrax LF inh2	MazF activator
CCOC(=O)CNC(=O)Nc1cc(C(C)(C)C)nn1-c1ccccc1	.	0	0	1	-0.9	-9	i	49	-2	-2
CN(C)C(=S)c1ccc2ccccc2n1	.	-5	6	10	-1.8	0	-1.2	30	-4	4
COc1cccc(/C=N/NC(=O)C(C)Sc2ccccc2)c1 (centres undefined)	2.8	2	-5	-13	-0.9	.	-0.3	18	0	-7
O=c1c2cccnc2n(-c2ccccc2)n1Cc1ccc(Cl)cc1	1.0	-3	11	-6	1.9	-18	-0.3	6	-2	-1
O=C(COC(=O)c1c[nH]c(=O)[nH]c1=O)Nc1cccc([N+](=O)[O-])c1	0.7	.	3	-1	-1.6	-3	-1.6	.	1	-13
Cc1ccc2cc(CN(Cc3ccc4c(c3)OCO4)Cc3nnnn3Cc3ccco3)c(=O)[nH]c2c1	0.5	-3	19	-12	2.0	18	.	13	-4	-6
Cc1ccc(Cl)cc1-n1c(SCC(=O)NCCC2=CCCCC2)nc2n[nH]c(C)c2c1=N	1.9	3	8	-24	-0.2	13	i	2	0	17
Cc1cc(C)c(-c2nc3ccccc3s2)[nH]1	-8.6	7	-2	0	0.8	16	-0.1	2	-1	3
O=C(COC(=O)c1cc2c(s1)CCCC2)NCc1ccccc1Cl	0.8	-1	32	-2	0.8	0	i	8	-1	-9
Cn1nnnc1SCC(=O)Nc1ccc(Br)cc1Cl	.	0	-2	6	-0.3	-7	i	18	0	11
CCCCC(CC)COC(=O)c1ccccc1C(=O)OCC(CC)CCCC (centres undefined)	0.6	.	61*	-4	2.3	-24	-0.7	.	6	-3
O=c1c2ccccc2oc2cc(C#CC3(O)CCCCC3)ccc12	0.6	.	6	-17	?	-7	-5.0	.	3	6

The last 2 compounds of the part before open the next one:
mol	TcdB inh	SARS 3CLpro inh	Yp Topo-I inh	Rv3671c protease	PfHsp40 yeast	SSB-PriA inh	Vc quorum ag	VHR inh abs	Anthrax LF inh2	MazF activator
CCCCC(CC)COC(=O)c1ccccc1C(=O)OCC(CC)CCCC (centres undefined)	0.6	.	61*	-4	2.3	-24	-0.7	.	6	-3
O=c1c2ccccc2oc2cc(C#CC3(O)CCCCC3)ccc12	0.6	.	6	-17	?	-7	-5.0	.	3	6
O=C(Nc1ccnn1C1CCN(Cc2ccccc2)CC1)c1ccccc1Cl	0.6	-2	8	6	0.1	2	-1.1	-7	-4	-4
Cc1cccc(C)c1NC(=O)C1=C(O)c2ccccc2N(C)S1(=O)=O	.	5	-4	-19	0.0	-11	-3.1	25	2	-4
COc1ccc(CCNC(=O)CSc2ncn[nH]2)cc1	.	1	-1	-10	0.1	10	-0.7	31	-9	3
O=C(CSc1ccc(-c2ccco2)nn1)Nc1ccc(F)cc1F	1.4	0	4	2	-0.9	12	i	2	0	2
COC(=O)[C@]1(C)N[C@H](CN(C)C(=O)Nc2ccc(C)cc2)[C@@H]2C(=O)N(C)C(=O)[C@@H]21	0.1	.	-4	7	-0.9	-6	i	.	-4	4
CCc1ccc(NC(=O)NCc2cccnc2)cc1	0.1	4	-1	-2	-1.2	8	-0.5	32	5	-1
O=C(CC1C(=O)N(c2ccccc2)C(=S)N1c1ccccc1)c1ccc(Br)cc1 (centres undefined)	1.8	2	19	-11	0.3	11	-0.4	18	-2	-9
C[C@@H]1CN([C@@H](C)CO)S(=O)(=O)c2ccc(/C=C/c3ccccc3)cc2O[C@@H]1CN(C)Cc1ccc(C(=O)O)cc1	-1.8&1.3&2.6	.	14	.	.	.	i	.	0	0
COc1ccc(NC(=O)C[C@H]2C(=O)N(c3ccccc3)C[C@@H]2CSC)cc1	1.7	.	14	.	.	.	-0.6	.	-9	4
O=c1c2ccccc2nnn1-c1ccccc1[N+](=O)[O-]	1.4	.	0	.	.	.	-0.7	.	4	6
CCSc1ccc([C@@H]2[C@H]3C(=O)N(C)C(=O)[C@H]3[C@]3(C(=O)OC)CCCCN23)cc1OC	0.6	.	23	5	0.6	11	1.3	.	0	-7
CCCCCCN(C(=O)CCl)c1ccccc1	1.0	1	5	2	-1.5	-7	i	34	-14	-2

Next records.
mol	TcdB inh	SARS 3CLpro inh	Yp Topo-I inh	Rv3671c protease	PfHsp40 yeast	SSB-PriA inh	Vc quorum ag	VHR inh abs	Anthrax LF inh2	MazF activator
COCc1cc(C)nc(SCC(=O)N2CCC(C)CC2)c1C#N	.	-4	5	7	-0.4	-16	-1.2	21	-3	0
O=S(=O)(NC1CCN(S(=O)(=O)c2ccc3c(c2)OCCO3)C1)c1c(F)cccc1F (centres undefined)	0.7	.	-1	-9	-0.9	-4	1.7	.	-2	2
COc1ccccc1NC(=O)CSc1nnc(-c2ccccn2)n1Cc1ccco1	.	4	5	10	0.2	63*	i	-3	-5	-8
COc1ccc(-c2csc(NC(=O)CS(=O)(=O)c3ccc(F)cc3)n2)cc1OC	-1.4	.	-11	-10	0.0	6	1.6	.	0	7
O=C(CSc1nnc(-c2cccnc2)o1)Oc1ccccc1	.	3	2	1	-3.1	-16	i	17	2	-13
COc1ccc(Cl)cc1NC(=O)C/C(C)=N/NC(=O)CC#N	.	1	-11	3	-0.8	.	i	13	-4	6
O=C(C(=O)N1CCN(c2ccccc2F)CC1)c1cn(CC(=O)N2CCOCC2)c2ccccc12	1.2	0	19	-2	1.1	-3	-7.1	13	0	8
O=C(NCCS(=O)(=O)N1CCC2(CC1)OCCO2)c1ccccc1	1.5	.	3	2	-0.3	-7&-5	-14	.	0	3
Cc1ccc(S(=O)(=O)N(CC(=O)N2CCCCC2)c2cccc(C)c2)cc1	.	-7	19	-2	-0.3	-18	1.0	8	1	-2
CC(C)NC(=S)N1CCN(Cc2ccc3c(c2)OCO3)CC1	0.0	-3	-12	-15	-1.4	0	-0.2	8	-5	3
O=C(CN1CCN(CC(=O)Nc2ccc(OCc3ccccc3)cc2)CC1)Nc1ccc(F)cc1	0.9	5	14	-1	-0.5	2	-0.4	.	1	-8
O=C(CSc1ccccc1)Nc1nnc(C2CC2)s1	1.8	0	10	-5	-0.8	-15	i	6	2	-1
COc1ccccc1-c1n[nH]c(=S)n1Cc1ccccc1	0.9	2	5	-3	-0.8	5	i	11	-12	-7
CCCOc1ccc(CCc2n[nH]c(=S)n2-c2ccccc2)cc1	0.2	-6	11	-2	2.1	12	i	20	-4	1
Cc1cc(C)c2c(N)c(-c3nnc(SCc4ccc(Cl)cc4)n3C)sc2n1	-0.6	6	2	10	-0.4	-10	-0.3	28	-8	7

Source: PubChem BioAssay
